Screening data deposited in PubChem by National Center for Advancing Translational Sciences (NCATS).
POLI inh: inhibitors of human DNA polymerase iota | Potency, µM (titrated, usually from 115 µM), without a hit: at the highest dose activity, negative = inhibition, usual class: inhibitors | AID 588590 | hit rate 1% among 390,000 | Pol iota fluorescent replication assay, 10 min
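Pol iota at 10 nM preincubated 15 min with compounds at room temperature; reaction started with fluorescent substrate, 50 nM final. Fluorescence read kinetically at 0 and 10 min; buffer-only wells as negative control.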
Pol beta inh: blocks human DNA polymerase beta activity | P06746 | Pol beta primer extension/strand displacement, fluorescence kinetic | Potency, µM (highest dose often 114 µM), for inactives: top-dose activity change, negative = inhibition, hits mostly inhibitors | hit rate 1.3% among 340,000; further: on the % scale 0 is the no-effect control and ±100 the full control effect
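Homogeneous kinetic assay of primer extension and strand displacement by 10 nM Pol beta, preincubated 15 min at room temperature with compound before 50 nM substrate (final) was added. Read at 0 and 10 min; four-parameter Hill fit.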
BLM helicase inh: inhibitors of human Bloom syndrome helicase BLM. P54132. recombinant BLM DNA unwinding, fluorescence dequenching. Potency, µM (highest dose often 56.1 µM), without a hit: at the top dose activity change, negative = inhibition, usual class: inhibitors. hit rate 0.2% among 350,000. AID 2528;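 further: plate controls were vehicle for no effect and no enzyme for full effect; nearly all actives have a fitted effect of over 35% in size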
JMJD2A Tudor inh: blocks the human JMJD2A Tudor domain; O75164; AlphaScreen JMJD2A-Tudor / H3K4me3 peptide binding; Potency, µM (doses to about 114 µM), for inactives: at the top dose activity change, negative = inhibition, most hits filed as inhibitors; hit rate 4.4% among 390,000; AID 504339; further: on the % scale 0 is the no-effect control and ±100 the full control effect; nearly all actives have a fitted effect of over 50% in size
Target sequence (O75164 whole entry, looked up, the tested form may be a part): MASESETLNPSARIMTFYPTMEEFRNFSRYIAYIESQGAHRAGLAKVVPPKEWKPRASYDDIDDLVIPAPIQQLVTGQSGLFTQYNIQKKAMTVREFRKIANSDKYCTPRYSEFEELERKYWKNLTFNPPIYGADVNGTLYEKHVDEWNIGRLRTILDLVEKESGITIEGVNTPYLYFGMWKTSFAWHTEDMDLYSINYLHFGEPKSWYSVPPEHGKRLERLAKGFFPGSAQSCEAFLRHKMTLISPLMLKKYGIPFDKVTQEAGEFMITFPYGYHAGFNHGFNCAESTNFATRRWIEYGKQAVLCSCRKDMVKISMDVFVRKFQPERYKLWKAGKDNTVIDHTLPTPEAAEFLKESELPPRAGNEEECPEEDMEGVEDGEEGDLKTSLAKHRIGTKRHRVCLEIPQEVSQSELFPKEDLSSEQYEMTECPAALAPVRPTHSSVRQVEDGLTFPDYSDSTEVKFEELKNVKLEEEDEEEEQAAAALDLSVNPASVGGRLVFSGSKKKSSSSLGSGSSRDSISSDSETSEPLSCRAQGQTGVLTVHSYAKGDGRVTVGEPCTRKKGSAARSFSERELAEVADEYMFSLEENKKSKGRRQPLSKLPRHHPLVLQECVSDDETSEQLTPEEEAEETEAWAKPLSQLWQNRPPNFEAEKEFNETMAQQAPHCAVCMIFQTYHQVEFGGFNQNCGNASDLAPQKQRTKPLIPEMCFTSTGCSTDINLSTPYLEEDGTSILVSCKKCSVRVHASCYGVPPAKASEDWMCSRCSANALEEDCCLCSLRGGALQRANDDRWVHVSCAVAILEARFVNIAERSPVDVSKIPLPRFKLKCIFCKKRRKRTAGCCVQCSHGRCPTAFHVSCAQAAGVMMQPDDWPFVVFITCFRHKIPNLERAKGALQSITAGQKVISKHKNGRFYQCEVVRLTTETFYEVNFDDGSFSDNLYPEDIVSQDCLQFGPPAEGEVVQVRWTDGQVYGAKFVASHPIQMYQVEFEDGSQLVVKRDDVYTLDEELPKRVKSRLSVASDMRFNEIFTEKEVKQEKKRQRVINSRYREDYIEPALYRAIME
G9a inh: inhibitors of human histone lysine methyltransferase G9a. G9a H3K9 monomethylation, AlphaScreen, 2 h. Q96KQ7. hit rate 8.8% among 350,000. Potency, µM (doses to about 102 µM), without a hit: at the highest dose activity, negative = inhibition, hits mostly inhibitors; further: on the % scale 0 is the no-effect control and ±100 the full control effect; nearly all actives have a fitted effect of over 75% in size
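Chemiluminescent proximity detection of H3K9 monomethylation, read after 10 min bead incubation in the dark. Reaction: 20 nM G9a, 500 nM biotin-H3K9 peptide, 20 uM SAM cofactor, 2 h, room temperature, following 15 min enzyme-compound preincubation.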
BAZ2B block: inhibitors of human BAZ2B bromodomain; Q9UIF8; AlphaScreen BAZ2B-H3K14Ac peptide displacement; Potency, µM (highest dose often 114 µM), for inactives: top-dose activity change, negative = inhibition, most hits filed as inhibitors; hit rate 4.4% among 360,000; further: on the % scale 0 is the no-effect control and ±100 the full control effect; nearly all actives have a fitted effect of over 60% in size
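Inhibition is scored as reduced AlphaScreen emission. The BAZ2B/b-H3(5-23)K14Ac complex (50 nM each) in PBS pH 7.4, 0.01% Tween-20 meets compound (up to 110 uM) for 30 min at RT before bead addition.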
POLK inh: inhibitors of human DNA polymerase kappa; Q9UBT6; purified Pol kappa, fluorescent DNA synthesis assay, 10 min; Potency, µM (doses to about 107 µM), without a hit: at the top dose activity, negative = inhibition, most hits filed as inhibitors; hit rate 0.53% among 400,000; AID 588579; further: on the % scale 0 is the no-effect control and ±100 the full control effect
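Kinetic fluorescence readout at 0 and 10 min followed reaction start with substrate at 50 nM final. Beforehand, enzyme (10 nM Pol kappa) stood 15 min with compound at room temperature; buffer-only wells were negative controls.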
APE1 inh: APE1 (human) endonuclease inhibition. hit rate 0.35% among 350,000. P27695. Potency, µM (top dose mostly 65.8 µM), for the others: at the highest dose activity change, negative = inhibition, hits mostly inhibitors. recombinant APE1, TAMRA/BHQ-2 abasic DNA cleavage fluorescence. AID 2517;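 further: plate controls were vehicle for no effect and reference inhibitor for full effect; nearly all actives have a fitted effect of over 55% in size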
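Measures dequenching upon AP-site incision of a 5'-TAMRA/3'-BHQ-2 THF-containing duplex, 50 nM; human APE1 0.75 nM after 15 min room-temperature exposure to compound; kinetic three-point read at one-minute spacing.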
POLH inh: inhibitors of human DNA polymerase eta; Q9Y253; recombinant Pol eta, fluorescent DNA replication assay; Potency, µM (highest dose often 114 µM), for inactives: at the highest dose activity change, negative = inhibition, most hits filed as inhibitors; hit rate 1.2% among 390,000; AID 588591; further: on the % scale 0 is the no-effect control and ±100 the full control effect
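Pol eta (10 nM) was preincubated with compounds for 15 min at room temperature, after which fluorescent replication substrate (50 nM final) was added to start the reaction. Fluorescence was read kinetically at 0 and 10 min.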
* marks the source's active call; other numbers are inactive results; ? = inconclusive; / = not tested or not shown; [ ] = dose if it differs, or a comment. The call rests on the fitted dose curve; in most records, active means well fitted curve in the direction sought with a large enough effect; inconclusive means small, poorly fitted or top-dose-only effect, or another doubt; inactive means no such curve, though single readings can be large; an effect the other way counts as inactive or inconclusive. Potency means the concentration at half of the fitted maximal effect. Some of the compounds tested; the hit share may differ from the screen's.

POLI inh	Pol beta inh	BLM helicase inh	SMILES	JMJD2A Tudor inh	G9a inh	BAZ2B block	POLK inh	APE1 inh	POLH inh
0.4%	4.6%	-2.7%	CC(C)C(=O)N1CCN(c2nc(-c3ccccc3)c3c(c2C#N)CC(C)(C)OC3)CC1	11.2%	10.8%	34.5%	-16.7%	14.7%	-7.7%
-7.3%	-7.6%	-5.8%	C/C(=N\NC(=O)c1ccc(O)cc1O)c1cccnc1	-9.8%	0.5%	-5.1%	7.3%	37.1%	-12.9%
21.8%	/	/	NC(=O)C1CCN(C(=O)C2CCN(C(=O)Nc3ccccc3)CC2)CC1	-7.5%	-5.8%	-1.7%	-13.5%	-4.4%	-16.3%
/	12.1%	1.8%	Cc1onc(-c2c(Cl)cccc2Cl)c1C(=O)n1nnc2ccccc21	/	-27.4%	?	/	-0.4%	/
55.8%[activator]	3.1%	-4.3%	Cc1ccc2c3c([nH]c2c1)C(=O)CC(C)(C)S3	-14.7%	2.5%	-1.6%	3.7%	-2.6%	-10.4%
9.7%	-7.0%	-2.0%	Nc1c(-c2ccc(F)cc2)cnc2ncnn12	-9.0%	/	2.5%	-4.3%	-1.3%	-3.9%
45.6%[activator]	102.4%	2.2%	CCc1cc(=O)oc2cc(OCC(=O)NC3CC(C)(C)NC(C)(C)C3)ccc12	-13.8%	10.8%	-8.7%	-5.3%	20.0%	-15.7%
-3.9%	1.6%	2.6%	CCN(CCCNC(=O)CN1N=C(c2ccc(OC)cc2)CCC1=O)c1cccc(C)c1	79.4µM*	11.2µM*	39.8µM*	-7.7%[60.1 µM]	/	-22.6%
32.0%[activator]	/	/	COc1ccc(CC2(c3ccccc3)NC(=O)NC2=O)cc1 (stereo not given)	-10.3%	/	/	-6.9%	/	-6.7%
90.9%[activator]	1.9%	-2.8%	O=S(=O)(c1ccc(F)c(F)c1F)N1CCN(C(=S)Nc2ccccc2)CC1	-13.8%	1.2%	-17.1%	-5.1%	-5.6%	5.3%
6.3%	13.6%	-4.6%	Cc1csc(NC(=O)/C=C/c2ccc3c(c2)OCO3)n1	-12.4%[57.1 µM]	-5.9%[59 µM]	-2.1%	1.7%	-3.6%	-5.6%
27.2%	0.7%	-3.8%	CC(C)CSc1nnc(-c2ccccc2)c(-c2ccccc2)n1	32.2%	6.6%[59 µM]	29.9%	-8.9%	/	-12.3%
4.1%	27.9%	0.6%	CCOC(=O)NC1C=CS(=O)(=O)C1 (stereo not given)	-9.1%	50.1µM*	-3.1%	-17.8%	-7.2%	-12.2%
21.6%	/	/	O=C1CC(c2ccccc2)C(=O)N2C(=O)CC(c3ccccc3)C(=O)N12 (stereo not given)	-6.2%	/	/	-3.0%	/	-0.6%
28.0%	1.0%	-11.8%	CCOC(=O)c1c(CSC(=N)N)n(-c2ccc(Br)cc2)c2cc(Br)c(OC(C)=O)cc12	-35.9%	70.8µM*	?	-11.5%	-2.1%	-9.9%
6.5%	12.5%	2.5%	O=C(/C=C/c1ccco1)N/C(=C\c1ccccc1)C(=O)NCCc1nc2ccccc2[nH]1	-19.7%	?	-34.9%	-18.1%	9.7%	-9.7%
23.8%	-2.2%	-3.5%	Cc1c(Cl)cccc1NC(=O)Cn1cnc2nc3c(cc2c1=O)CCCC3	?	-6.2%[59 µM]	4.6%	-5.9%[60.1 µM]	/	25.2%
-28.7%	?	-1.5%	O=C(CSc1ccc(-c2nc3ccccc3[nH]2)cn1)Nc1ccc(S(=O)(=O)N2CCCC2)cc1	-14.5%	-24.3%	-24.0%	-5.4%	0.5%	?
24.8%	/	/	O=C1C=C(c2ccc(F)cc2OCc2ccccc2)C[C@@H](c2ccc(Cl)cc2)C1	-13.2%	21.1%[2.33 µM]	9.4%	-6.0%	9.6%	-18.1%
0.2%	21.3%	-3.2%	O=C(c1cccs1)N1CCN(Cc2ccccc2[N+](=O)[O-])CC1	?	11.2µM*	56.2µM*	-2.9%	-0.7%	-2.8%
-27.7%	8.6%	3.2%	Cc1ccc(-c2nc(CS(=O)CC(=O)N3CCN(c4ncccn4)CC3)c(C)o2)cc1 (stereo not given)	-25.7%	?	0.4%	-11.2%	2.0%	-12.6%
-2.5%	/	/	CC(C)(C)S(=O)(=O)N1Cc2cc(CO)cc(CCO)c2[C@H]1CCO	0.7%	/	/	2.1%	/	-6.9%
11.0%	/	/	CCOC(=O)c1c(C)[nH]c(C)c1C(=O)COC(=O)c1cccs1	-25.0%	/	/	-10.9%	22.6%	-8.5%
26.3%	14.1%	-3.4%	COc1cc(NC(=O)Cn2nc(C(F)(F)F)c3c2CCCC3)c(OC)cc1Cl	2.7%	6.3%[59 µM]	-2.1%	-2.8%	/	-20.9%
32.0%[activator]	49.3%	-0.6%	O=C(N/N=C/c1ccc(Cl)cc1Cl)c1ccncc1	-16.3%	/	?	-6.8%	11.8%	-19.8%
-29.0%	/	/	Cc1ccccc1NC(=O)CSc1nnc2ccc(-c3ccccn3)nn12	-8.2%	-34.8%	6.6%	0.4%	16.2%	-16.3%
5.5%	0.0%	-3.4%	Cc1cc(C)nc(Oc2ccc(Br)cc2Br)n1	-5.5%	21.2%[0.501 µM]	-0.5%	-1.1%	8.0%	-5.6%
-0.7%	-17.6%	-15.0%	CCn1nc(C(=O)Nc2ccc(S(=O)(=O)Nc3nccs3)cc2)c2ccccc2c1=O	-19.2%	?	?	-33.3%	5.6%	?
84.6%[activator]	?	-1.0%	Cc1ccnc(NCc2ccc(Cl)cc2)c1	-0.7%	-9.5%	4.9%	4.1%	2.3%	-23.4%
12.2%	3.9%	-3.1%	O=C(c1ccc2snnc2c1)N1CCN(c2ccccn2)CC1	-4.7%	1.3%	7.6%	-10.2%	3.6%	-13.5%

Reprinted from the part before: 3 compounds, followed by the next part.
POLI inh	Pol beta inh	BLM helicase inh	SMILES	JMJD2A Tudor inh	G9a inh	BAZ2B block	POLK inh	APE1 inh	POLH inh
-0.7%	-17.6%	-15.0%	CCn1nc(C(=O)Nc2ccc(S(=O)(=O)Nc3nccs3)cc2)c2ccccc2c1=O	-19.2%	?	?	-33.3%	5.6%	?
84.6%[activator]	?	-1.0%	Cc1ccnc(NCc2ccc(Cl)cc2)c1	-0.7%	-9.5%	4.9%	4.1%	2.3%	-23.4%
12.2%	3.9%	-3.1%	O=C(c1ccc2snnc2c1)N1CCN(c2ccccn2)CC1	-4.7%	1.3%	7.6%	-10.2%	3.6%	-13.5%
-5.5%	0.7%	0.1%	CCC1CCCCN1CCCNC(=O)CCNC(=O)Cn1cnc2ccccc2c1=O (stereo not given)	-10.2%	-0.9%	5.1%	-1.3%	9.9%	-10.8%
/	0.4%	0.0%	CCOC(=O)C1=c2/c(=C/c3ccccc3OC)c(N)c(C#N)n2C(=O)C(c2ccccc2OC)S1 (stereo not given)	/	0.4%	2.5%	/	4.2%	/
?	-14.9%	2.1%	O=C(CCSc1nnc2ccc3ccccc3n12)Nc1ccc(F)cc1	-9.9%[11.4 µM]	-36.9%	?	3.6%	-5.5%	-12.0%
17.7%	15.7%	1.2%	CCC(=O)N1CCc2cc(Br)cc(S(=O)(=O)N3CCN(c4cc(C)ccc4C)CC3)c21	-9.9%	4.5%[59 µM]	1.9%	-9.3%	/	-13.1%
2.8%	-0.6%	1.7%	CCOC(=O)c1c(Nc2ccccc2N)cc(C)nc1C	-21.5%	-34.5%[59 µM]	-17.4%	-9.0%	3.2%	-10.1%
5.3%	11.0%	1.2%	COc1ccc(CC(=O)NCCc2sc(-c3ccc(Cl)cc3)nc2C)cc1OC	-23.0%	14.9%[59 µM]	-7.4%	-6.5%[60.1 µM]	/	-9.0%
-9.5%	-0.1%	-5.6%	CC(C)c1ccc(N2C(=O)[C@@H]3Cc4ccccc4CN3C2=O)cc1	-13.7%	-2.0%[12.7 µM]	?	-3.1%	6.7%	-9.1%
20.1%	?	-10.3%	N/C(=N\S(=O)(=O)c1ccc(Cl)cc1)N1CCOCC1	10.7%	/	-28.4%	4.0%	-1.8%	-13.4%
-4.3%	-26.0%	0.9%	COc1ccccc1N1CCN(C(=O)CCc2nnc3ccc(N4CCCC4)nn23)CC1	-16.2%	29.1%	-3.0%	12.1%	45.3%	-17.2%
-12.9%	-1.3%	-11.2%	CCOC(=O)COc1ccccc1C1Nc2ccccc2C(=O)N1c1cccc(Cl)c1 (stereo not given)	7.6%	38.6%	0.9%	-3.4%	?	-13.1%
152.7%[activator]	-1.9%	-2.6%	O=C(NCc1ccco1)c1ccccc1	-11.5%	2.1%	-3.1%	6.7%	5.9%	3.8%
42.1%[activator]	12.7%	0.7%	Cc1ccc(S(=O)(=O)Nc2cccc(C(=O)N3CCOCC3)c2)c(C)c1NS(C)(=O)=O	-13.8%	-2.5%	-22.9%	-12.2%	31.9%	-20.1%
/	/	-9.8%	CS(=O)(=O)N1CCC2(CC1)CN(C(=O)Nc1cccc(C#N)c1)C2	/	-6.8%[12.7 µM]	/	-7.0%[60.1 µM]	4.7%	/
78.5%[activator]	16.8%	-24.3%	O=C(CNC(=S)N(Cc1ccccc1)Cc1cccs1)NCc1ccc(F)cc1	-16.0%	13.3%	?	-22.6%	24.1%	-7.3%
-6.5%	28.7%	0.4%	O=C(NC1CC1)c1c(O)c2ccccc2[nH]c1=O	10.1%	?	1.2%	1.6%	2.9%	-9.7%
10µM*	/	/	Cc1cc(=O)n(CCCc2ccccc2)[nH]1	-13.6%	20.8%[2.33 µM]	-9.8%	12.4%	10.6%	-13.4%
16.0%	-13.6%	-5.2%	Cc1cccc(NC(=O)NC2(C(=O)NCc3ccco3)CCCCC2)c1	-8.3%	45.8%	-17.9%	3.5%	44.7%	-5.1%
14.4%	/	/	CCN(CC(=O)Nc1cc(Cl)ccc1C)C(=O)Cc1ccsc1	-14.3%	?	12.1%	-23.8%	-18.7%	-13.5%
0.3%	0.2%	-9.5%	CCOC(=O)CC(NS(=O)(=O)c1ccc2[nH]c3c(c2c1)CCCC3)c1ccccc1Cl (stereo not given)	35.5µM*	6.31µM*	35.5µM*	-20.9%[60.1 µM]	/	-15.1%
-21.1%	0.4%	-2.8%	CCC(C(=O)NC1CCN(C)CC1)c1ccccc1 (stereo not given)	11.0%	/	-7.0%	5.2%	10.2%	-9.9%
